Screening data from PubChem.
influenza NS1A: H1N1 influenza NS1A inhibitors, functional cell based assay (AID 504329); inhibition, % at 12.5 µM, or IC50 in µM where a hit was titrated; actives 0.3% (n = 340,000); NS1A functional cell-based assay, percent inhibition; higher % means a stronger effect; in the data active means a potency from the dose series; inconclusive means inhibition above about 27% without an active follow-up result; further: strong numbers were not always called active
VEEV TC-83 Vero: inhibitors of VEEV TC-83 cytopathic effect, confirmation, Vero cells (AID 588727) | Vero cells, VEEV TC-83 cytopathic effect inhibition; higher % means a stronger effect | inhibition, % at 20 µM, or IC50 in µM where a hit was titrated | actives 0.13% (n = 350,000); in the data active means a potency from the dose series; inconclusive means inhibition mostly from about 14% at the one dose, without a potency; inactive means the rest, 99 in 100 with inhibition below about 12%; further: strong numbers were not always called active
tuberculosis growth: growth inhibition of non-replicating M. tuberculosis (AID 488890). Mycobacterium tuberculosis non-replicating, growth inhibition; higher % means a stronger effect. one-dose inhibition, % at 25 µM; IC50 in µM for titrated hits. actives 0.39% (n = 320,000); in the data active means a potency from the dose series; inconclusive means inhibition mostly from about 82% at the one dose, without a potency; inactive means the rest, 99 in 100 with inhibition below about 76%;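 further: plate controls were DMSO cells for no effect and high antibiotic wells for full effect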
H37Rv inhibition: M. tuberculosis growth inhibition, HTS (AID 449762) | M. tuberculosis H37Rv growth inhibition, 7H9 media; higher % means a stronger effect | inhibition, % at 25 µM; hits with a dose series show IC50 in µM | actives 0.59% (n = 330,000); in the data active means a potency from the dose series; inconclusive means inhibition above about 70% without an active follow-up result;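 further: bacterial growth assessed after seven days of incubation; strong numbers were not always called active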
PhoP GFP inhibition: PhoP regulon inhibitors, Salmonella typhi PhoP promoter GFP reporter, confirmatory (AID 1850); actives 0.33% (n = 310,000); inhibition, % at 50 µM; hits with a dose series show IC50 in µM; Salmonella Typhi PhoP-promoter GFP reporter, fluorescence, 4 h; higher % means a stronger effect; in the data active means a potency from the dose series; inconclusive means inhibition mostly from about 25% at the one dose, without a potency; inactive means the rest, 99 in 100 with inhibition below about 19%;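 further: 0% = induced wells with vehicle and 100% = uninduced wells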
VEEV TC-83 Vero 10K pilot screen: further read-out of VEEV TC-83 Vero, marked with its call; inhibition, %; measured here: 10K pilot screen inhibition
The depositor's hits bear a star; i = inactive; ? = inconclusive; . = no result given.

SMILES	influenza NS1A	VEEV TC-83 Vero	tuberculosis growth	H37Rv inhibition	PhoP GFP inhibition	others
N/C(CSc1nc(-c2ccccc2)c(-c2ccccc2)o1)=N\O	4%	8.2%	26%	4%	-3%
CCCCCCCCOC(=O)C[N+](C)(C)C/C=C(/C)Cl	-8%	i	-5%	10%	-2%
CC(C)(CO)Nc1nc(Cl)nc(NC2CCCCC2)n1	16%	2.8%	3%	9%	2%
COCCNC(=O)c1ccc2c(c1)ncn2-c1ccc(F)c(F)c1	3%	1.0%	-8%	-6%	-3%
CN(CC(=O)Nc1ccccc1Br)C(=O)c1ccccc1OCc1ccc(F)cc1	-4%	5.3%	9%	-12%	.
O=C(Cn1cc2c(n1)CCCC2)NCc1cccnc1	-8%	0.9%	-18%	-9%	-2%
O=c1c2ccccc2nc(Cc2ccccc2)n1-c1ccccc1	-10%	2.2%	35%	7%	6%
O=C(Nc1ccccc1C(=O)Nc1ccccc1)c1ccccc1Br	8%	1.0%	7%	8%	-2%
CCOC(=O)N1CCN(c2nc(C)c3c(n2)CC(C)CC3=O)CC1 (stereo unspecified)	-12%	2.3%	-10%	-2%	-1%
CN(CCO)c1cc(Sc2nc3ccccc3s2)c2nonc2c1[N+](=O)[O-]	3%	i	?	27µM*	13%
Cc1nc2c(-c3ccccc3)c(C)nn2c(SCC(N)=O)c1Cc1ccccc1	.	i	9%	4%	-7%
COc1ccc(S(=O)(=O)Cc2ccc(C(=O)NCc3ccc(C)cc3)o2)cc1	-2%	1.2%	13%	2%	1%
CC1CCN(CC(=O)Nc2ccc(Br)cc2[N+](=O)[O-])CC1	9%	2.3%	7%	-2%	-6%
COc1ccc(CCNC(=O)CN2C(=O)c3ccccc3S2(=O)=O)cc1	1%	1.8%	-13%	-3%	7%
O=C(CN1C(=O)NC2(CCCC2)C1=O)N1CCN(S(=O)(=O)c2ccc(Cl)cc2)CC1	-14%	1.3%	8%	-5%	3%
CC(=O)C(=Cc1cn(-c2ccccc2)nc1-c1ccccc1)C(C)=O	4%	1.2%	5%	15%	-3%
COc1ccc(NC(=O)Cn2c3ccccc3c3nc4n(c(=O)c32)CCS4)cc1	1%	1.3%	-8%	-7%	4%
O=C(CN1CCN(Cc2ccccc2)CC1)N/N=C/C=C/c1ccco1	-2%	1.4%	44%	6%	-6%
CCc1ccc(S(=O)(=O)NCCc2cn3ccccc3n2)s1	-4%	i	15%	-3%	1%
CC(C)(Oc1ccc(-c2ccco2)cc1)C(=O)O	.	.	-7%	-5%	7%
O=C(Nc1ccc2c(c1)OCCO2)C1CCCN(c2ncccn2)C1 (stereo unspecified)	-7%	i	-8%	6%	2%
O=C(N/C=C/c1ccccc1)Nc1ccc(Cl)cc1	1%	1.1%	30%	?	-1%
CC(C)(C)C(C(=O)O)N1CCS(=O)(=O)CC1 (stereo unspecified)	1%	0.9%	-22%	-3%	3%
COCC(C)N1CCC(n2nccc2NC(=O)c2ccccc2Cl)CC1 (stereo unspecified)	-6%	i	-8%	-5%	-7%
Nc1ccccc1C(=O)N1CCC(O)(c2ccc(Cl)cc2)CC1	-9%	i	-5%	-2%	-3%
Cc1nc(NC(=O)C2CCCC2)sc1Cc1ccc2c(c1)OCO2	10%	2.3%	72%	7%	-5%
CC(=O)N1c2c(cc(Br)cc2S(=O)(=O)N2CCN(C(=O)c3ccco3)CC2)CC1C (stereo unspecified)	7%	5.7%	8%	0%	-7%
Cc1cc2nc(C)n(CCCNC(=O)Nc3cccc4ccccc34)c2cc1C	-7%	6.1%	36%	3%	-3%
CCOc1ccc2c(c1)c(N=Nc1cccc(C(=O)O)c1)c(O)n2C	-10%	1.7%	7%	-30%	-5%
COC(=O)c1cc(NCc2c(F)cccc2Cl)ccc1N1CCOCC1	-5%	1.5%	0%	1%	-8%	VEEV TC-83 Vero 10K pilot screen=0.0
CCc1nnc(NC(=O)CSc2nnc(-c3cc4ccccc4cc3O)n2CCOC)s1	-1%	2.9%	24%	0%	-6%
COc1ccc(NC2=Nc3ccccc3N3C2=Nc2c(c(C)nn2-c2ccc(C)cc2)C3c2cccnc2)cc1 (stereo unspecified)	-9%	i	5%	?	-18%
Cc1cccc2sc(NC(=O)C3CCCN(S(=O)(=O)c4cccc5nonc45)C3)nc12 (stereo unspecified)	9%	1.8%	-2%	2%	16%
CCOc1ccc(S(=O)(=O)NCCC(=O)OCN2C(=O)c3ccccc3C2=O)cc1	8%	2.3%	-6%	-2%	5%
CC(=O)C1CCC2C3CCC4CC(O)CCC4(C)C3C(O)CC12C (stereo unspecified)	-6%	i	.	.	.
O=C(NC1CCCCC1)c1ccc(N2CCCC2=O)cc1	21%	0.7%	-6%	-8%	6%
CCOc1ccc(NC(=O)c2cc3ccccc3cc2OC)cc1	-17%	2.5%	65%	14%	-1%
CCN(CC)c1ccc(NC(=O)Nc2cccc(C(C)=O)c2)cc1	18%	2.6%	21%	6%	8%
CCOc1ccc(-n2c(Cc3cc(=O)[nH]c(=O)[nH]3)nnc2SCc2cccnc2)cc1	-14%	i	.	-12%	4%
O=C(NCc1ccco1)c1ccc(=O)oc1	4%	1.2%	1%	-5%	0%	VEEV TC-83 Vero 10K pilot screen=0.8

A portion from further up, as a working copy:
SMILES	influenza NS1A	VEEV TC-83 Vero	tuberculosis growth	H37Rv inhibition	PhoP GFP inhibition	others
CCOc1ccc(S(=O)(=O)NCCC(=O)OCN2C(=O)c3ccccc3C2=O)cc1	8%	2.3%	-6%	-2%	5%
CC(=O)C1CCC2C3CCC4CC(O)CCC4(C)C3C(O)CC12C (stereo unspecified)	-6%	i	.	.	.
O=C(NC1CCCCC1)c1ccc(N2CCCC2=O)cc1	21%	0.7%	-6%	-8%	6%
CCOc1ccc(NC(=O)c2cc3ccccc3cc2OC)cc1	-17%	2.5%	65%	14%	-1%
CCN(CC)c1ccc(NC(=O)Nc2cccc(C(C)=O)c2)cc1	18%	2.6%	21%	6%	8%
CCOc1ccc(-n2c(Cc3cc(=O)[nH]c(=O)[nH]3)nnc2SCc2cccnc2)cc1	-14%	i	.	-12%	4%
O=C(NCc1ccco1)c1ccc(=O)oc1	4%	1.2%	1%	-5%	0%	VEEV TC-83 Vero 10K pilot screen=0.8

3 structures from above, ordered by length of the SMILES, low to high.
SMILES	influenza NS1A	VEEV TC-83 Vero	tuberculosis growth	H37Rv inhibition	PhoP GFP inhibition	others
Cc1nc(NC(=O)C2CCCC2)sc1Cc1ccc2c(c1)OCO2	10%	2.3%	72%	7%	-5%
COCC(C)N1CCC(n2nccc2NC(=O)c2ccccc2Cl)CC1 (stereo unspecified)	-6%	i	-8%	-5%	-7%
O=C(CN1C(=O)NC2(CCCC2)C1=O)N1CCN(S(=O)(=O)c2ccc(Cl)cc2)CC1	-14%	1.3%	8%	-5%	3%

The results go on:
SMILES	influenza NS1A	VEEV TC-83 Vero	tuberculosis growth	H37Rv inhibition	PhoP GFP inhibition	others
Cc1ccc(NC(=O)CN2CCc3cc4c(cc3C2)OCCCO4)cc1	10%	0.9%	40%	-3%	6%
S=c1[nH]nc(-c2ccncc2)n1/N=C/C(Cl)=C\c1ccccc1	5%	?	63%	20%	4%
CC1CCN(CCC(=O)NN)CC1	4%	0.3%	-1%	1%	2%
N#CCC(=O)Nc1ccc(C(=O)N2CCN(S(=O)(=O)c3ccc4ccccc4c3)CC2)cc1	-4%	0.5%	-19%	10%	-3%
COc1cccc(NC(=O)C2CC(=O)OC23CCOC(C)(C)C3)c1 (stereo unspecified)	5%	1.0%	-12%	-4%	-8%
Cc1ccc(NC(=O)CN2C(=O)S/C(=C/c3ccc(O)c([N+](=O)[O-])c3)C2=O)cc1C	8%	0.4%	.	.	.
CNC(=O)N(O)C1N(NC(=O)Nc2ccccc2)C(=S)SC1(C)C (stereo unspecified)	-3%	0.4%	11%	-2%	-13%
COc1cccc(-c2nc(N3CCCCC3)c3ccccc3n2)c1O	-2%	7.1%	33%	1%	3%
COc1cc(/C=C(/C#N)c2ccc(F)cc2)ccc1Oc1ccc([N+](=O)[O-])cn1	1%	4.7%	33%	6%	-5%
COCCNC(=O)CN(Cc1ccccc1)C(=O)CCC(=O)Nc1nccs1	-2%	1.4%	-9%	5%	5%
Cc1cnc(C(=O)OCC(=O)NC2CCCC(C)C2C)cn1 (stereo unspecified)	9%	0.6%	-1%	1%	-28%
CC(C)NC(=S)N1CCN(S(C)(=O)=O)CC1	7%	1.1%	-6%	-1%	-5%
O=C(Nc1ccccc1)Nc1cccc(-c2nnco2)c1	4%	1.4%	2%	-3%	4%
CCc1cccc(CC)c1NC(=O)CSc1nnc(C2CC2)n1C	9%	0.1%	4%	9%	-19%
NS(=O)(=O)c1ccc(NC(=O)COC(=O)Cc2ccc(Cl)cc2)cc1	-4%	1.0%	4%	6%	15%
O=c1[nH]c(NCCO)nc2c1C1(CCCC1)Cc1ccccc1-2	4%	4.8%	18%	-9%	-5%
COc1ccc(CN(C(=O)CN2C(=O)NC3(CCC(C)CC3)C2=O)C(C)Cc2cccs2)cc1 (stereo unspecified)	-6%	7.6%	58%	4%	.
Cc1cc(NNC(=O)Nc2cccc(Cl)c2)nc2c1c(C)nn2C	.	.	?	34%	7%
COC(=O)[C@]1(CC(C)C)N[C@H](c2ccc(SC3CCCCC3)c(OC)c2)[C@@H]2C(=O)N(C)C(=O)[C@@H]21	-10%	i	24%	2%	2%
N#CCCN1CCN(S(=O)(=O)c2ccc(C#N)cc2)CC1	-61%	i	-3%	2%	9%
COc1ccc(CCNc2c([N+](=O)[O-])ncn2C)cc1OC	-8%	1.1%	-16%	4%	0%
O=C(CN1CCN(C(=O)C2CCCO2)CC1)Nc1cc(Cl)ccc1Cl (stereo unspecified)	-6%	1.7%	-13%	-10%	-9%
Cc1ccc(Cn2nnc3c(=O)[nH]c(C4CCCN(S(=O)(=O)c5ccccc5)C4)nc32)cc1 (stereo unspecified)	4%	2.6%	43%	-2%	-5%
CC(=O)Oc1ccc(C(=O)Nc2ccccc2C(=O)Nc2ccc(C(=O)O)cc2)cc1	-1%	1.1%	-2%	0%	7%
Cc1ccc(CN2CCN(/N=C/c3cc([N+](=O)[O-])ccc3Cl)CC2)cc1	-16%	i	45%	?	1%
COc1ccc(/C=C(\NC(=O)c2ccc(C)cc2)C(=O)NCCN2CCOCC2)cc1	3%	1.6%	-12%	1%	0%
COC(=O)c1[nH]c2c(c1C)C(=O)CC(c1ccc(OC)cc1)C2 (stereo unspecified)	0%	2.6%	10%	4%	-1%
CCc1nnc(NC(=O)CSc2nc(C)nc3c2c(=O)n(C)c(=O)n3C)s1	-11%	4.3%	-15%	-3%	-10%
COc1cc(NC(=S)NC(=O)c2cc(C)cc(C)c2)ccc1NC(=O)c1cccs1	6%	8.9%	70%	4%	-4%
CC(CN1CCCCC1)OC(=O)Cc1ccc(Cl)cc1 (stereo unspecified)	-1%	0.6%	2%	4%	-1%
CC1=C([N+](=O)[O-])C(c2ccc(Cl)cc2)NC(=O)N1 (stereo unspecified)	-4%	1.4%	3%	-2%	4%
CCc1nnc(NC(=O)c2cc(S(=O)(=O)N(C)c3ccc(OC)cc3)ccc2Cl)s1	-5%	5.8%	37%	-18%	-9%
Cc1noc(C)c1C(=O)Nc1ccc(F)c(F)c1	-1%	7.4%	-8%	4%	4%
O=C(CCc1nnc(CCCCc2ccccc2)o1)NCCC1CCCCO1 (stereo unspecified)	0%	0.3%	15%	-3%	-2%
CCOc1cc2c(cc1OCC)-n1cccc1C(c1ccc(OC(F)F)cc1)NC2 (stereo unspecified)	4%	4.5%	35%	8%	-1%
COCCCNS(=O)(=O)c1ccc(Oc2ncc(C(F)(F)F)cc2Cl)cc1	4%	i	-2%	0%	1%
FC(F)C(F)(F)Oc1cccc(-c2n[nH]c(=S)n2Cc2ccccc2)c1	-5%	3.1%	.	.	.
CCOCC(=O)Nc1ccc(F)c(F)c1	-1%	0.9%	40%	18%	-12%
Cc1nc2ccc(S(=O)(=O)Nc3cccc(-c4nc5cccnc5s4)c3)cc2s1	4%	i	13%	-13%	-2%
O=C(c1cccc(-c2ccccc2F)c1)N1CC[C@@H](N2CCC(O)CC2)[C@H](O)C1	-5%	1.5%	-3%	-1%	3%
CC(=O)c1ccc(NC(=O)/C(C#N)=C/c2ccncc2)cc1	-16%	2.2%	4%	-4%	-2%
COc1cc(C(=O)Nc2ccc(C)cc2C(NCC(=O)NN)c2ccccc2)cc(OC)c1OC (stereo unspecified)	1%	0.7%	11%	-5%	-8%
O=C1CCCC2=C1C(O)(C(F)(F)F)C(=O)N2Cc1ccccc1 (stereo unspecified)	-9%	0.8%	9%	3%	-7%
